# hcDAF12 agonist = activators of H. contortus DAF-12 nuclear receptor; HEK293 hcDAF-12 lit1-tk-luc reporter, luminescence; 0% DMSO, 100% Δ7-dafachronic acid; activation, % at 6.8 µM; 370,000 tested, 1.4% active; AID 652067;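 active means activation above the mean of all tested compounds plus 3 SD, cut at about 5.5% in these data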;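 further: 100% = response to 3 µM Δ7-dafachronic acid high control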
# GC-A act = GC-A (human) enzyme activation. AID 1671463. 370,000 tested, 0.14% active. activation, % at 10 µM. HEK293 GC-A cells, cGMP TR-FRET, EC30 ANP; 0% at EC30 ANP, 100% saturating ANP. P16066; in the data active means activation above about 40%
# DAX1 inh-1 = inhibitors of DAX1 repression of SF-1 activated StAR promoter. 370,000 tested, 1.1% active. HEK293T StAR-luciferase reporter, SF-1/DAX-1 repression relief. AID 652010. inhibition, % at 6.8 µM;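 active means inhibition above the mean over all tested compounds plus 3 SD, cut at about 3.6% in these data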;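 further: 0% = DAX-1 cells with DMSO and 100% = cells lacking DAX-1 with DMSO; higher inhibition means more luminescence from relief of DAX-1 repression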
# ADAM10 inh = inhibits human ADAM10. O14672. recombinant ADAM10, EDANS/DABCYL FRET peptide cleavage, 3 h. inhibition, % at 7 µM. 370,000 tested, 0.62% active. AID 720582;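 active means inhibition above a per-campaign cutoff equal to the mean of compounds falling between control-based bounds plus 3 SD, cut at about 20% in these data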;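 further: 0% = DMSO wells while the 100% control is not disclosed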
# FXN GAA850 act = increases GAA850 frataxin promoter reporter activity; 360,000 tested, 0.56% active; activation, % at 6 µM; HEK293 lucGAA850 FXN promoter luciferase reporter, 24 h; percent of 10 µM SAHA response; AID 540364;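 active means activation above the average of all compounds screened plus 3 SD, cutoff fixed separately per campaign, cut at about 7.5% in these data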;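 further: 0% = DMSO wells and 100% = 10 µM SAHA wells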
# DAX1 inh-2 = inhibitors of human orphan nuclear receptor DAX1 (NR0B1). AID 504766. P51843. HEK293 Gal4-DAX1 luciferase reporter, luminescence. inhibition, % at 6.75 µM. 340,000 tested, 0.99% active;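 active means inhibition above the mean over all tested compounds plus 3 SD, cut at about 4.2% in these data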;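 further: 0% = DAX1-transfected cells with DMSO and 100% = empty-vector control cells with DMSO; inhibition shows as a rise in luminescence from relieved DAX1 repression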
# SMARCA2 activ = increases SMARCA2 function in MMTV reporter cells | AID 652017 | activation, % at 9.1 µM | 370,000 tested, 1% active | MG213 cells, MMTV-luciferase reporter, dexamethasone, overnight; in the data active means activation above about 7.8%;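 further: 0% = vehicle wells and 100% = reference activator wells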
# ssDAF-12 act = activators of S. stercoralis DAF-12 nuclear receptor; HEK293 ssDAF-12/GRIP1 lit1-tk-luc reporter, luminescence; % of 3 µM dafachronic acid response; activation, % at 6.8 µM; 370,000 tested, 1% active;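 active means activation above the mean over all tested compounds plus 3 SD, cut at about 0.9% in these data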;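 further: 0% = DMSO-only wells and 100% = 3 µM delta7-dafachronic acid wells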
# NPR2 activator = GC-B (human) receptor activation; HEK293-GC-B cells, CNP EC30, cGMP TR-FRET; 0% at EC30 CNP, 100% saturating CNP; 370,000 tested, 0.11% active; P20594; activation, % at 10 µM;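 active means activation at 10 µM reaching about 35% in either raw or pattern-adjusted values, limit read from the data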
# Target sequence (P20594 whole entry, looked up): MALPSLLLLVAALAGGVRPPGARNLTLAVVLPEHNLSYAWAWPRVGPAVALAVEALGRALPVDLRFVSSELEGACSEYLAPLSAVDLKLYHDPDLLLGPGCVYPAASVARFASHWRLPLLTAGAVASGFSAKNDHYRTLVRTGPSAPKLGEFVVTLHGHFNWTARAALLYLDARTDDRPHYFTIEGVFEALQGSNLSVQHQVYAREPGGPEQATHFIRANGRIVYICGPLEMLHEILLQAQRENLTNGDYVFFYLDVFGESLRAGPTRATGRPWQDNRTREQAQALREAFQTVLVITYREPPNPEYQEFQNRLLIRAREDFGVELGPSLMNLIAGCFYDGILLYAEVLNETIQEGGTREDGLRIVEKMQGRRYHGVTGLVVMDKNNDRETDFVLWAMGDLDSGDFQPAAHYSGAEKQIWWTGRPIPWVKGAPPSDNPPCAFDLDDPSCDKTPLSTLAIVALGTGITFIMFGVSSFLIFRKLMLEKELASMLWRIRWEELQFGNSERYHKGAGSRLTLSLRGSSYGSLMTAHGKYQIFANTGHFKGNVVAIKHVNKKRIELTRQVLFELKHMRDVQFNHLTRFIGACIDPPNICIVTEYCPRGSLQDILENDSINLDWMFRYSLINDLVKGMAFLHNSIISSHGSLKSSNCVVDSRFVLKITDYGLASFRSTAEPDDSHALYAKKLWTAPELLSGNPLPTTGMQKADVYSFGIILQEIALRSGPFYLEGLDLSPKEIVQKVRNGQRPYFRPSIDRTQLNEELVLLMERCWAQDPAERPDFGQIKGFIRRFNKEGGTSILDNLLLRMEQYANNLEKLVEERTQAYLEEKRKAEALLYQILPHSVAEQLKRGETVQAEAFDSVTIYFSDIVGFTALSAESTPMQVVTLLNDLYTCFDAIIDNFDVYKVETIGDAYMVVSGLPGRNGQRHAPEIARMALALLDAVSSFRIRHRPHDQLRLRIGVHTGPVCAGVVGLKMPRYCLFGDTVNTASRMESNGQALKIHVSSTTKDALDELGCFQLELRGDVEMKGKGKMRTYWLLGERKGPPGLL
# hgDAF12 agonist = agonists of H. glycines DAF-12 nuclear receptor | HEK293 GAL4-hgDAF12 UAS-luciferase reporter, agonist luminescence; normalized to butyrate control | activation, % at 6.8 µM | 370,000 tested, 1.8% active;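 active means activation above a cutoff set at the mean of all screened compounds plus 3 SD, cut at about 10% in these data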;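 further: 0% = DMSO wells and 100% = sodium butyrate wells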
# HGIII-sPLA2 inh = Inhibits HGIII-sPLA2 liposome hydrolysis, primary screen; QFRET BODIPY PC-A2 liposome hydrolysis, fluorescence; inhibition, % at 12.2 µM; Q9NZ20; 370,000 tested, 0.56% active; AID 743126;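 active means inhibition above mean plus 3 SD of compounds lying within the high and low control bounds, cut at about 19% in these data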;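 further: 0% = median of test compound wells and 100% = no enzyme DMSO wells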
# Active calls of the source: *; nt = no result given. An excerpt, so the mix of outcomes need not match the whole.
structure	hcDAF12 agonist	GC-A act	DAX1 inh-1	ADAM10 inh	FXN GAA850 act	DAX1 inh-2	SMARCA2 activ	ssDAF-12 act	NPR2 activator	hgDAF12 agonist	HGIII-sPLA2 inh
COc1ccccc1N	-1.4	2.4	0.0	-3.0	nt	nt	2.0	-1.7	-4.0	-3.2	0.9
O=C(N/N=C/c1c(O)n(CCC2=CCCCC2)c(=S)[nH]c1=O)c1ccccc1	1.4	-5.8	1.5	-14.1	6.5	0.7	3.3	-0.1	-1.5	11.3*	-1.7
CN1C(=O)CN=C(c2ccc(Cl)cc2)c2cc(Cl)ccc21	-0.4	11.2	0.1	5.5	0.2	0.5	-3.3	-1.4	7.3	-2.5	-1.9
CCN1CCc2ccccc2C1	-0.8	-0.7	0.1	-4.0	0.5	0.1	-0.5	-1.9	-2.7	0.1	2.3
COc1cc2c(cc1O)[C@@H]1Cc3ccc(OC)c(O)c3CN1CC2	-3.4	-6.4	-2.2	-8.7	-2.6	-1.2	-5.5	-1.6	-9.5	-1.6	5.1
COC(=O)C1=C(c2cc3ccccc3o2)C[C@@H]2CC[C@H]1N2C(=O)NC1CCCCC1	-3.0	-7.3	-0.9	3.6	-2.3	0.1	-1.6	-1.9	-11.5	-1.0	1.7
CCN(CC)C(=O)c1ccc(N(Cc2ccccc2)S(C)(=O)=O)cc1	1.4	3.1	0.3	-6.0	1.1	0.7	-3.9	-1.8	2.3	2.5	3.0
CCC1(c2ccc(N)cc2)CCC(=O)NC1=O (stereo not drawn)	-0.9	0.9	1.9	-8.0	-0.5	0.6	-2.3	-0.3	2.9	5.5	6.0
OC1(c2ccccc2)CCNC2CCCCC21 (stereo not drawn)	-0.6	-3.8	-0.2	-3.2	1.1	-0.3	-1.6	-0.9	2.3	-0.2	1.4
Cc1ccc(CC2C(=O)N(C)C(=O)N(C)C2=O)s1	1.8	0.4	-0.1	-0.9	-1.0	0.2	0.1	-1.4	0.7	0.1	-0.6
CCOP(=O)(OCC)c1ccc(OP(=O)(c2cccc([N+](=O)[O-])c2)c2cccc([N+](=O)[O-])c2)cc1	0.3	2.5	-0.2	-1.0	1.6	0.4	-2.2	-1.1	-5.7	1.9	-2.8
Cc1nc2ccccc2c(=O)n1-c1cc(F)ccc1F	2.1	-3.4	-1.4	-1.2	1.6	0.7	7.4	-0.8	-3.5	3.8	0.9
COC(=O)C1=C(c2cccc(OC)c2OC)C[C@@H]2CC[C@H]1N2C(=O)NCCO	-1.2	0.7	0.2	-7.2	-0.2	0.5	0.3	-0.6	1.0	-1.6	-1.6
C=CCN1C(=O)NC(=O)/C(=C\c2ccc(-c3ccccc3[N+](=O)[O-])o2)C1=O	1.9	39.4	0.4	-7.5	3.5	2.6	-0.4	-0.8	16.4	1.0	-1.1

# No new results follow: entries from further up.
structure	hcDAF12 agonist	GC-A act	DAX1 inh-1	ADAM10 inh	FXN GAA850 act	DAX1 inh-2	SMARCA2 activ	ssDAF-12 act	NPR2 activator	hgDAF12 agonist	HGIII-sPLA2 inh
COc1ccccc1N	-1.4	2.4	0.0	-3.0	nt	nt	2.0	-1.7	-4.0	-3.2	0.9
O=C(N/N=C/c1c(O)n(CCC2=CCCCC2)c(=S)[nH]c1=O)c1ccccc1	1.4	-5.8	1.5	-14.1	6.5	0.7	3.3	-0.1	-1.5	11.3*	-1.7
CN1C(=O)CN=C(c2ccc(Cl)cc2)c2cc(Cl)ccc21	-0.4	11.2	0.1	5.5	0.2	0.5	-3.3	-1.4	7.3	-2.5	-1.9
CCN1CCc2ccccc2C1	-0.8	-0.7	0.1	-4.0	0.5	0.1	-0.5	-1.9	-2.7	0.1	2.3
COc1cc2c(cc1O)[C@@H]1Cc3ccc(OC)c(O)c3CN1CC2	-3.4	-6.4	-2.2	-8.7	-2.6	-1.2	-5.5	-1.6	-9.5	-1.6	5.1
COC(=O)C1=C(c2cc3ccccc3o2)C[C@@H]2CC[C@H]1N2C(=O)NC1CCCCC1	-3.0	-7.3	-0.9	3.6	-2.3	0.1	-1.6	-1.9	-11.5	-1.0	1.7
CCN(CC)C(=O)c1ccc(N(Cc2ccccc2)S(C)(=O)=O)cc1	1.4	3.1	0.3	-6.0	1.1	0.7	-3.9	-1.8	2.3	2.5	3.0
CCC1(c2ccc(N)cc2)CCC(=O)NC1=O (stereo not drawn)	-0.9	0.9	1.9	-8.0	-0.5	0.6	-2.3	-0.3	2.9	5.5	6.0

# Compound activity: PubChem BioAssay, several laboratories
